Fh CTSL1 inh = Fasciola hepatica cathepsin L1 inhibitors, primary screen, counter-screen for PFM18AAP inhibitor project, biochemical, QFRET, fluorogenic peptide substrate; AID 1906, 2009; 300,000 tested, 0.49% active; recombinant F. hepatica cathepsin L1, Z-Leu-Arg-MCA fluorescence; inhibition, % at 5.96 µM;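 active = inhibition above the mean of all tested compounds plus 3 SD, set per screening campaign, cut at about 17% in these data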;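 also: 0% = plate median of test compound wells and 100% = 1 µM Z-Phe-Ala-diazomethylketone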
TPT1 inh = Candida albicans TPT1 enzyme inhibitors, primary screen, biochemical, fluorescence polarization. 300,000 tested, 0.81% active. recombinant caTPT1, FP RNA substrate dephosphorylation. inhibition, % at 5 µM. tRNA 2'-phosphotransferase TPT1 (Candida albicans SC5314);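 active = inhibition above the mean of all tested compounds plus 3 SD, set per screening campaign, cut at about 24% in these data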;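 also: plate controls were DMSO alone for no effect and ferristatin control at 100 nM for full effect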
PP5 primary = PP5 phosphatase inhibitors, primary screen, biochemical, fluorescence. purified PP5c, OMFP substrate fluorescence. inhibition, % at 6.7 µM. 320,000 tested, 0.18% active. AID 1987, 2009;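 active = inhibition above the campaign's mean inhibition across all tested compounds plus 3 SD, cut at about 9.5% in these data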;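 also: 0% = DMSO only and 100% = 100 µM cantharidin control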
JMJD2C inh = inhibitors of GASC-1 histone demethylase, primary screen, biochemical, fluorescence, DELFIA europium; Lysine-specific demethylase 4C (Homo sapiens), Q9H3R0; GST-JMJD2C(1-420) H3K9me3 demethylation; inhibition, % at 2.35 µM; 330,000 tested, 0.069% active;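 active = more than half of a compound's replicate wells show inhibition beyond 50%, single wells judged on their own value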;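 also: signal counts dimethyl H3K9 product captured on neutravidin plate; 0% = median of DMSO wells and 100% = 0.3 times that DMSO median; strong numbers were not always called active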
core dimer inh = inhibitors of HCV core protein dimerization, primary screen, biochemical, TR-FRET, high-throughput. TR-FRET GST/Flag-core106 dimerization, 1536-well. inhibition, % at 5 µM. 300,000 tested, 0.33% active. AID 1899, 2009;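 active = inhibition above the mean of all tested compounds plus 3 SD, set per screening campaign, cut at about 45% in these data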
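Test system: GST/Flag-tagged HCV core106 proteins; Medium: KF-containing HEPES buffer, pH 7.45, DTT, CHAPS, BSA; Times: compound-protein-antibody incubation 4 h at 22.5 °C; Detection: TR-FRET 671 and 617 nm emission; Benchmarks: wells lacking GST-core106 and wells with excess unlabelled core106.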
Efflux pump inh = inhibitors of Candida efflux pumps in yeast, primary screen, S. cerevisiae, Nile Red, multiplex; S. cerevisiae Candida pump triplex; inhibition, % at 10 µM; 330,000 tested, 0.44% active; AID 485275, 2010;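 active = plate passing quality check with inhibition over a set limit, or well fluorescence over plate mean plus 4 SD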;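 also: Nile Red retained in pooled yeast measured as flow cytometry median fluorescence; 0% = buffer negative control and 100% = Enniatin B positive control; higher means more Nile Red kept so more efflux inhibition; some compounds called inactive have numbers as strong as hits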
proCasp7 act = procaspase-7 activators, primary screen, counter-screen for procaspase-3 activator project, biochemical, absorbance, HTS, human. recombinant procaspase-7, Ac-DEVD-pNA absorbance 405 nm; D23A/D198A/D206A triple mutant, cannot self-cleave; scale: DMSO 0, 5 µM enzyme 100. activation, % at 8.5 µM. 330,000 tested, 0.093% active. AID 463210, 2010;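 active = percent activation above the screen-wide mean plus 3 SD, cut at about 25% in these data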
Target sequence (P55210 whole entry D23A/D198A/D206A): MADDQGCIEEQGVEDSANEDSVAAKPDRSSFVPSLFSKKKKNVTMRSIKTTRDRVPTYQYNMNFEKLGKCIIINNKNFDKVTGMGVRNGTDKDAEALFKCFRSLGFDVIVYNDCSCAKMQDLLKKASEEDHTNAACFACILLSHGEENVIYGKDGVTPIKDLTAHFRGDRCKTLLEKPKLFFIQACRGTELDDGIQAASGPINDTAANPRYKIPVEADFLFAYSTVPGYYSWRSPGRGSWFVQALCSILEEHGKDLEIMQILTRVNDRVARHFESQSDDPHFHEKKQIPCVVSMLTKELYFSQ
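Detection: p-Nitroaniline absorbance at 405 nm, read at 0 and 120 min; system: Uncleavable procaspase-7 mutant enzyme; evaluation: % activation from two-timepoint absorbance difference, scaled to controls; times: 1 h enzyme–compound preincubation and 2 h substrate reaction, both 25 °C; buffer or medium: Zinc-free HEPES pH 7.4 with 300 mM NaCl, 0.01% Triton X-100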
procasp3 activ = activators of human procaspase-3 D3A mutant, primary screen, biochemical, absorbance, PC-3 D3A mutant, single concentration; Caspase-3 (Homo sapiens), P42574; activation, % at 8.5 µM; recombinant procaspase-3 D3A, Ac-DEVD-pNA absorbance 405 nm; 330,000 tested, 0.11% active;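 active = activation above the mean of all tested compounds plus 3 SD, cut at about 21% in these data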;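 also: 0% = DMSO alone and 100% = DMSO wells spiked with extra 5 µM PC-3 D3A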
Target sequence (P42574 whole entry D9A/D28A/D175A): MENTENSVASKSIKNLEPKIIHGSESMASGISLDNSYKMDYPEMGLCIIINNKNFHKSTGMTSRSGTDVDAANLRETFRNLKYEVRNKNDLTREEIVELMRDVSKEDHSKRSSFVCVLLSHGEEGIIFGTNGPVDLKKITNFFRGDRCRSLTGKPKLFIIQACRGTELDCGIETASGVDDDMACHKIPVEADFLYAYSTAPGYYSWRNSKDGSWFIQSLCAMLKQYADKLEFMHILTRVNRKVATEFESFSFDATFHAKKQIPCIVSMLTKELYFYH
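Test system: Procaspase-3 D3A mutant; medium: Zinc-free HEPES/NaCl buffer with 0.01% Triton X-100 at pH 7.4; reagent: DEVD-pNA substrate; doses: one concentration, 8.5 µM nominal, 0.8% DMSO; times: 1 h preincubation plus 2 h reaction at 25 °C; signal: Epi-absorbance at 405 nm of released p-nitroaniline, 0 and 120 min; replicates: singlicate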
PP1 inh = PP1-alpha phosphatase inhibitors, primary screen, counter-screen for PP5 inhibitor project, biochemical, fluorescence, OMFP substrate, single point; Serine/threonine-protein phosphatase PP1-alpha catalytic subunit (Homo sapiens), P62136; purified PP1alpha; inhibition, % at 6.7 µM; 320,000 tested, 0.9% active;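 active = inhibition above the mean inhibition of all tested compounds plus 3 SD, computed separately for each screening campaign, cut at about 15% in these data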
Target sequence (P62136 whole entry, looked up): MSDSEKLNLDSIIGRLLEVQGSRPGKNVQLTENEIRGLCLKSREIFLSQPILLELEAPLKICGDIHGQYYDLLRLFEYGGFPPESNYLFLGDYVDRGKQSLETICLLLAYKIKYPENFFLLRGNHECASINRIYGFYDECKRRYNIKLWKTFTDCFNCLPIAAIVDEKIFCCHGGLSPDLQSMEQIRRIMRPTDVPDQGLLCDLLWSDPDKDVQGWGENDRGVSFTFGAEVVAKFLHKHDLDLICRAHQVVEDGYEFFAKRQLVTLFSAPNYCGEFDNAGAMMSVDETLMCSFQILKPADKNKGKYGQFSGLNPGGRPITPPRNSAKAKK
* = called active by the depositor; . = no result given; & = joins results of further samples.

mol	Fh CTSL1 inh	TPT1 inh	PP5 primary	JMJD2C inh	core dimer inh	Efflux pump inh	proCasp7 act	procasp3 activ	PP1 inh
CSc1nc(-c2ccccc2)[nH]c(=S)c1C(C)=O	3	1	-0.4	-1	1	0.0	3	5	0
CCOc1ccc(NC(=O)CN2C(=O)NC(CCc3ccccc3)C2=O)cc1OCC (stereo unspecified)	.	.	.	5	.	-0.2	8	9	.
CC1(C)C2CCC1(CS(=O)(=O)NCc1ccc(C(F)(F)F)cc1)C(=O)C2 (stereo unspecified)	2	2	2.0	-1	-4	0.1	-5	10	-1
COc1ccc(S(=O)(=O)N(CC(=O)N2CCCCCC2)c2ccccc2OC)cc1	3	-2	-0.3	0	4	-0.3	-4	4	-2
O=C(Nc1nonc1NC(=O)c1cccs1)c1cccs1	-4	0	1.7	6	-4	-0.1	7	3	-2
Cc1ccc(CN2CC(C(=O)NCCC3=CCCCC3)CC2=O)cc1 (stereo unspecified)	.	.	2.3	-1	.	0.2	8	0	3
CCN(Cc1ccncc1)C(=O)c1ccco1	-1	-1	3.5	2	7	0.2	7	-1	-6
COc1ccccc1/C=N/Nc1cc(C)nc(N2CCOCC2)n1	8	-1	0.2	-3	1	0.0	7	7	-5
Cc1cc(C)nc(N2CCC(CNC(=O)CCc3ccccc3)CC2)n1	1	-2	0.8	5	0	-0.1	6	-5	-2
CCN(CC)CCNc1ccc2nnc(CCNS(=O)(=O)c3ccc(C)cc3)n2n1	2	-1	-0.3	0	0	0.0	3	2	-2
CC(=O)c1cccc(NC(=O)CSCc2ccccc2)c1	-7	-1	-0.1	7	-2	0.0	15	0	-2
COc1ccc(NC(=O)c2cc3ccccc3[nH]2)cc1	-7	0	-3.2	-10	-11	0.2	-16	0	-7
O=C1CN(C(=O)COC(=O)c2cccc(Br)c2)c2ccccc2N1	.	.	-0.8	-1	.	0.0	-3	1	2
CCOC(=O)c1sc(N)c(C#N)c1COC(=O)CNC(=O)c1ccccc1	-6	79*	1.0	6	2	0.1	2	12	1
O=C(Nc1ccc2nc(-c3ccc(Br)o3)[nH]c2c1)c1ccco1	0	2	-0.3	1	-2	0.0	1	4	0

Later entries.
mol	Fh CTSL1 inh	TPT1 inh	PP5 primary	JMJD2C inh	core dimer inh	Efflux pump inh	proCasp7 act	procasp3 activ	PP1 inh
NC(=O)C1CCN(C(=O)c2cnn(-c3ccccc3)c2NC(=O)c2ccco2)CC1	-4	-3	1.3	-3	-8	-0.1	12	1	-5
COc1ccc(N(CC(=O)N2CCN(c3ccccc3)CC2)S(=O)(=O)c2ccc(C)cc2)cc1	0	0	0.1	0	13	-6.5	0	0	2
CN(C)CCNc1nc2sc3c(c2c(=O)n1-c1ccc(F)cc1)CCCCC3	2	-2	1.2	1	2	-0.1	2	-5	8
CN(C)S(=O)(=O)c1cccc(C(=O)OCC(=O)c2c(N)n(C)c(=O)n(C)c2=O)c1	-3	-3	-2.5	6	1	-0.4	4	0	-8
CC(=O)N=C1SC2CS(=O)(=O)CC2N1c1ccccc1Cl (stereo unspecified)	0	-1	1.7	2	-9	-0.1	-2	11	4
COc1cc(-c2noc(CCCC(=O)Nc3ccc(C(N)=O)cc3)n2)cc(OC)c1OC	-3	-2	0.3	-17	0	-0.1	8	4	-3
O=C(NC1CCCC1)C(c1ccc(F)cc1)N(C(=O)c1csnn1)C1CC1 (stereo unspecified)	-8	1	3.9	-3	-5	0.2	-2	-2	-1
CC(NS(=O)(=O)c1ccc(OCC(=O)NCc2ccncc2)cc1)c1ccccc1 (stereo unspecified)	-1	0	2.7	5	5	0.1	10	7	1
COC(=O)c1sccc1NC(=O)CSCCc1ccncc1	-2	1	-1.6	-1	1	-0.1	1	1	-1
Cc1ccsc1CN1CC(=O)N(c2c(C)cccc2C)C1=S	5	-3	1.8	5	6	0.3	1	0	1
N#Cc1cc(-c2ccc(Cl)cc2)cn(Cc2c(Cl)cccc2Cl)c1=O	3	-1	-2.4	-9	17	0.1	-3	10	-2
COc1ccc(CNC(=O)Nc2ccc3c(c2)N(C)C(=O)CS3)cc1	-2	-1	1.7	2	11	0.1	5	3	2
CC1CCCCN1S(=O)(=O)c1ccc2c(c1)C(C)(C)C(=O)N2C (stereo unspecified)	-4	0	1.4	-7	0	-0.1	9	6	-6
CCC1CCCCN1C(=S)Nc1ccc(C(C)=O)cc1 (stereo unspecified)	-1	0	4.4	16	-6	-0.1	-11	-1	-1
COc1ccc(/C=C/c2cc(C(F)(F)F)[nH]c(=O)n2)cc1OC	-2	14	-2.7	5	3	0.4	1	7	4

(continued)
Molecule	Fh CTSL1 inh	TPT1 inh	PP5 primary	JMJD2C inh	core dimer inh	Efflux pump inh	proCasp7 act	procasp3 activ	PP1 inh
CCN1C(Nc2ccccc2)=NC[C@@H]1Cc1ccccc1	2	2	0.0	-8	8	0.0	2	3	2
Cc1cnc(NC(=O)CSc2ccccc2)s1	-4	-1	3.8	1	-3	0.0	-7	6	-3
COc1ccc2[nH]c(=O)c(CN(Cc3nnnn3CCc3ccccc3)CC3CCCO3)cc2c1 (stereo unspecified)	3	-8	2.9	-7&-28	2	0.0	-10	-20	0
CCc1cc2c3c(c1)C(C)CC(C)(C)N3C(=O)C2=O (stereo unspecified)	-5	6	-2.0	1	4	0.5	-7	3	1
COc1cccc(-c2nnc3sc(-c4ccccn4)nn23)c1	2	2	1.3	-4	7	0.1	-7	-3	-1
Cc1ccc(NC(=O)CCNC(=O)c2ccc([N+](=O)[O-])cc2)cc1S(=O)(=O)N(C)C	1	4	2.3	-7	8	0.0	1	10	3
COc1ccc(Br)cc1S(=O)(=O)N1CC(C)OC(C)C1 (stereo unspecified)	-5	23	1.4	3	-1	0.0	4	2	-1
O=C(Nc1ccc(CCC(=O)N2CCCC2)cc1)c1ncn[nH]1	0	0	0.1	4	-8	-0.1	8	-4	1
COc1cc2c(cc1OC)C(C(=O)Nc1ccccc1N1CCN(C)CC1)C1c3ccccc3CCN1C2=O (stereo unspecified)	1	1	0.5	-6	1	0.2	3	7	0
COc1ccc(C(CNC(=O)c2cccc(S(=O)(=O)N3CCOCC3)c2)N2CCCC2)cc1 (stereo unspecified)	.	.	1.5	-19	.	0.4	15	12	-2
Cc1ccc(/C=N\NC(=O)c2cc([N+](=O)[O-])cc([N+](=O)[O-])c2)o1	1	-3	0.9	38	-2	-0.4	1	-6	0
O=C(NN1C(=O)C2C3C=CC(C3)C2C1=O)c1ccco1 (stereo unspecified)	-2	2	-1.3	-3	0	0.0	11	10	-5
Cc1ccc(CN2CCN(Cc3ccccn3)CC2CCO)cc1 (stereo unspecified)	0	-5	2.9	-12	-13	-0.3	0	-3	0
CN1C(=O)[C@@H]2[C@@H]3C[C@@H]([C@H]4ON=C(c5ccc(Cl)cc5)[C@@H]34)[C@@H]2C1=O	0	1	-1.4	10	-1	0.0	5	3	-4
COc1ccc(CNC(=O)N2CCN(c3cccc(Cl)c3)CC2)cc1OC	-1	0	1.8	-3	-10	0.1	0	3	2

Single records, from the list above. Values in the order: Fh CTSL1 inh | TPT1 inh | PP5 primary | JMJD2C inh | core dimer inh | Efflux pump inh | proCasp7 act | procasp3 activ | PP1 inh
Profile of `CCN1C(Nc2ccccc2)=NC[C@@H]1Cc1ccccc1` → 2 | 2 | 0.0 | -8 | 8 | 0.0 | 2 | 3 | 2
Profile of `COc1cc2c(cc1OC)C(C(=O)Nc1ccccc1N1CCN(C)CC1)C1c3ccccc3CCN1C2=O` (stereo unspecified) → 1 | 1 | 0.5 | -6 | 1 | 0.2 | 3 | 7 | 0
Profile of `Cc1ccc(CN2CCN(Cc3ccccn3)CC2CCO)cc1` (stereo unspecified) → 0 | -5 | 2.9 | -12 | -13 | -0.3 | 0 | -3 | 0
Profile of `COc1ccc(CNC(=O)N2CCN(c3cccc(Cl)c3)CC2)cc1OC` → -1 | 0 | 1.8 | -3 | -10 | 0.1 | 0 | 3 | 2
Profile of `CN1C(=O)[C@@H]2[C@@H]3C[C@@H]([C@H]4ON=C(c5ccc(Cl)cc5)[C@@H]34)[C@@H]2C1=O` → 0 | 1 | -1.4 | 10 | -1 | 0.0 | 5 | 3 | -4
